Screening results (PubChem)
STK33 kinase inh: inhibitors of purified STK33 kinase, primary screen, biochemical, ADP-Glo luminescence, homogeneous, cell-free. Serine/threonine-protein kinase 33 (Homo sapiens), Q9BYT3. MBP phosphorylation. inhibition, % at 10 µM. 0.073% of 320,000 active. AID 2661, 2010;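 active = inhibition at or above 25%, using the most active replicate where run in duplicate; inactive = inhibition below 25%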
Target sequence (Q9BYT3 whole entry, looked up): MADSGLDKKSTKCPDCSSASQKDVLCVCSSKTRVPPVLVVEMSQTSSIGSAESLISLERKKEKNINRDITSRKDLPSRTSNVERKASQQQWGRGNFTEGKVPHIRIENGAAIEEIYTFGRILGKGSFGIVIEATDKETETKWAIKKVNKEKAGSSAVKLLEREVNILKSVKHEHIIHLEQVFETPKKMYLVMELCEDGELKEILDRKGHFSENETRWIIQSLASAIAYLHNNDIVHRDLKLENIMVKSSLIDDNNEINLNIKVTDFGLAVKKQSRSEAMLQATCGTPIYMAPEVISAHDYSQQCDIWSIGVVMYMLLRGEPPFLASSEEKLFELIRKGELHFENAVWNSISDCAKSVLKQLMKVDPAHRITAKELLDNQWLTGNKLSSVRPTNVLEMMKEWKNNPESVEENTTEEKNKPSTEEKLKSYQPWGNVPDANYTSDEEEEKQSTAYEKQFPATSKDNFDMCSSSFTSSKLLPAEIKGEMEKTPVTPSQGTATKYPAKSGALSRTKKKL
Kir21 block: inhibitors of mouse Kir2.1 inward-rectifier potassium channel; HEK293-Kir2.1, FluxOR thallium flux fluorescence; active compounds read low; 0.85% of 310,000 active; Inward rectifier potassium channel 2 (Mus musculus), P35561; B-score at 10 µM; AID 1672, 2009;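 active = fluorescence ratio B-score at or below minus 3 SD of library scores, with starting-brightness B-score within 2 SD, cut at about -4.2 in these data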;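 also: channel flux triggered by added potassium and thallium sulfate stimulus; B-score of peak minus minimum fluorescence over baseline after thallium stimulus; more negative B-score means stronger Kir2.1 block with less thallium influx; some compounds called inactive have numbers as strong as hits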
Target sequence (P35561 whole entry, looked up): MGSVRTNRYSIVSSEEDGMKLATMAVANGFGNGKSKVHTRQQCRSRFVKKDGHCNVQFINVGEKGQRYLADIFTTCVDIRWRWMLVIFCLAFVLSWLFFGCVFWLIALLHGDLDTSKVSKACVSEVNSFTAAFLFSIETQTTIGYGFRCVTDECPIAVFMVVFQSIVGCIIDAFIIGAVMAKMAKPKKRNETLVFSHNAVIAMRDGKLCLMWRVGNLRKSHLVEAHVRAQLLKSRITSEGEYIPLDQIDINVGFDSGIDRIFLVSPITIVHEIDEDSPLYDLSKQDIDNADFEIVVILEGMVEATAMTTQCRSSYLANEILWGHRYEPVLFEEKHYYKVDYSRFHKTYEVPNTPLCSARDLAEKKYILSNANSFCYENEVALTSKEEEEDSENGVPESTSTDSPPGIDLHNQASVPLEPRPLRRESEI
Numbers without * were called inactive; . = not tested or not shown. Random draw from the library (roughly 0.84% active in at least one column).

SMILES	STK33 kinase inh	Kir21 block
O=C(O)CSc1nc2ccccc2n1-c1ccccc1	-0.7	0.2
Cc1cc(NCC(C)C)n2ncnc2n1	-1.6	0.03
O=C(O)c1csc(N/N=C/c2ccc(Br)cc2)n1	.	0.44
CC(=O)C1C(c2cccc(F)c2)NC(=O)NC1(O)C(F)(F)F (stereo not drawn)	0.0	-0.9
C/C(=C1/C(=O)N(c2ccc([N+](=O)[O-])cc2)N=C1c1ccccc1)N(C)C	0.8	.
CCOc1cc2c(cc1OCC)CN(C(=O)c1cccc(S(=O)(=O)N3CCCC3)c1)CC2	-0.6	.
CC(C)(C)OC(=O)N1CC(O)CC1C(=O)OCC(=O)c1ccc(Cl)cc1 (stereo not drawn)	0.8	0.01
CCCCCCCCCCOC(=O)c1csc2nnsc12	-1.5	0.4
O=C(NCC1CCCO1)c1cc(S(=O)(=O)Nc2ccc(Br)cc2)ccc1Cl (stereo not drawn)	0.1	0.22
Cc1ccn2c(Nc3ccc4c(c3)OCO4)c(-c3ccc(O)cc3)nc2c1	-0.8	1.9
CC(C)(Oc1ccc(C2CC2(Cl)Cl)cc1)C(=O)O (stereo not drawn)	-0.4	.
CC(=NCCc1c(C)[nH]c2ccc(OCc3ccccc3)cc12)C1=C(O)CC(c2ccccc2)CC1=O (stereo not drawn)	-1.0	0.05
COCCn1c(C)nnc1SCC(=O)Nc1ccccc1[N+](=O)[O-]	-0.4	0.05
Nc1nc(NCC2CCCO2)nc(NCC2CCCO2)c1[N+](=O)[O-] (stereo not drawn)	0.2	-0.67
COc1ccccc1CNC(=O)N1CCN(c2ccccc2Cl)CC1	-0.2	1.1
Cc1ccc(SCc2cc(-c3ccc(Cl)cc3)no2)cc1	-0.8	0.1
O=C(Nc1ccccc1)N(Cc1ccccc1)Cc1ccccc1	.	-1.2
CN1CCN(C(=O)/C=C/c2ccc(Cl)c(Cl)c2)CC1	0.3	0.22
COC(=O)c1ccc(COc2ccccc2/C=N/NC(N)=O)o1	0.4	-0.81
CCOc1ccc(-n2c(SCC(=O)Nc3nccs3)nnc2-c2ccoc2C)cc1	-1.7	-0.03
O=C(/C=C/c1ccccc1)NC(=S)Nc1cccnc1	-2.4	-0.43
COc1ccccc1N1CCN(C(=O)C(C)N(c2ccc(C)c(C)c2)S(C)(=O)=O)CC1 (stereo not drawn)	0.6	0.36
O=C(N/C(=C/c1cccc([N+](=O)[O-])c1)C(=O)N1CCCCCC1)c1ccco1	0.0	1.5
COc1ccc(/C(C)=N/N=C2/NC(=O)CC(C(=O)O)S2)cc1 (stereo not drawn)	-0.7	-0.19
O=C(CSCc1ccc(Cl)cc1)NCC1CCCO1 (stereo not drawn)	-3.6	-0.58

(further entries)
SMILES	STK33 kinase inh	Kir21 block
O=C(Nc1ncccc1O)c1ccc(Cl)c(S(=O)(=O)N2CCCCCC2)c1	-0.6	-1.6
COc1ccc(NC(=O)N2CCc3ccccc3C2)cc1	0.3	1.2
COc1ccc(Nc2nc3ccccc3nc2NS(=O)(=O)c2cccs2)cc1	-2.4	0.21
Cn1c(Sc2ccc(C(F)(F)F)cc2[N+](=O)[O-])nnc1-c1ccccc1	-0.6	-0.5
Cc1nc2ccccc2c(=O)n1CCCn1ccnc1	-1.9	-0.63
CC1CCc2c(sc(NS(=O)(=O)c3ccccc3)c2C(=O)OC(C)C)C1 (stereo not drawn)	-0.3	2.5
O=C1CCc2cc(S(=O)(=O)Nc3ccc(F)cc3)ccc2N1	-0.6	.
CCOC(=O)c1nn(-c2ccccc2)c2nc(-c3ccc(OC)cc3)c(C#N)c(=O)n12	0.1	-0.62
COc1ccc(CCNC(=O)c2cc(-c3ccccn3)nc3ccccc23)cc1	0.1	.
Cc1cccc(C)c1N(Cc1ccccc1F)S(C)(=O)=O	0.2	-2.6
COc1ccccc1N1CCN(/N=C(\C)c2ccc(O)cc2)CC1	4.4	-0.27
CC(C)c1ccc(C(=O)CN2C(=O)NC3(CCc4ccccc43)C2=O)cc1 (stereo not drawn)	6.1	.
CCOP(=O)(c1ccc(N(C)C)cc1)C(O)c1ccccc1OC (stereo not drawn)	-0.5	-0.07
O=C(O)Cn1c(=O)c(-c2ccccc2)nc2ccccc21	-0.1	1.4
C(=N\n1cnnc1)/c1ccc(N2CCOCC2)s1	-3.9	-1.7
O=S(=O)(N/N=C/c1ccc(Cl)cc1)c1ccc(Cc2ncc(C(F)(F)F)cc2Cl)s1	-0.2	-0.58
COc1ccc(S(=O)(=O)Nc2ccc(Cc3ccncc3)cc2)cc1C	-0.6	-2.5
CCC(C)NC(=O)c1ccc2c(c1)S(=O)(=O)c1ccccc1C2=O (stereo not drawn)	1.3	0.69
Cc1ccc(NC(=S)Nc2c(C)n(C)n(-c3ccccc3)c2=O)cc1	-1.5	-1.4
CCCn1c2ccccc2c2cnn(CC(=O)NC3CCC(C)CC3)c(=O)c21 (stereo not drawn)	-2.1	0.5
Cn1cc(/C=C2\SC(=S)N(NC(=O)c3ccccc3Cl)C2=O)c2ccccc21	-1.3	.
CCOCCCNC(=O)C(NC(=O)c1ccccc1O)c1ccc(C)cc1 (stereo not drawn)	4.2	1.8
O=C(Cc1ccccc1)NN1C(=O)C2C(C1=O)C1C=CC2C12CC2 (stereo not drawn)	-4.1	0.05
COc1cc(C2Nc3ccc4ncccc4c3C3=C2C(=O)CCC3)cc(OC)c1O (stereo not drawn)	-0.4	-1.3
CSC1=C(C#N)C(c2cccc(Br)c2)CC(=O)N1 (stereo not drawn)	-0.2	0.58

A section taken from the entries so far, for reference:
SMILES	STK33 kinase inh	Kir21 block
COc1ccccc1N1CCN(/N=C(\C)c2ccc(O)cc2)CC1	4.4	-0.27
CC(C)c1ccc(C(=O)CN2C(=O)NC3(CCc4ccccc43)C2=O)cc1 (stereo not drawn)	6.1	.
CCOP(=O)(c1ccc(N(C)C)cc1)C(O)c1ccccc1OC (stereo not drawn)	-0.5	-0.07
O=C(O)Cn1c(=O)c(-c2ccccc2)nc2ccccc21	-0.1	1.4
C(=N\n1cnnc1)/c1ccc(N2CCOCC2)s1	-3.9	-1.7
O=S(=O)(N/N=C/c1ccc(Cl)cc1)c1ccc(Cc2ncc(C(F)(F)F)cc2Cl)s1	-0.2	-0.58
COc1ccc(S(=O)(=O)Nc2ccc(Cc3ccncc3)cc2)cc1C	-0.6	-2.5
CCC(C)NC(=O)c1ccc2c(c1)S(=O)(=O)c1ccccc1C2=O (stereo not drawn)	1.3	0.69
Cc1ccc(NC(=S)Nc2c(C)n(C)n(-c3ccccc3)c2=O)cc1	-1.5	-1.4
CCCn1c2ccccc2c2cnn(CC(=O)NC3CCC(C)CC3)c(=O)c21 (stereo not drawn)	-2.1	0.5
Cn1cc(/C=C2\SC(=S)N(NC(=O)c3ccccc3Cl)C2=O)c2ccccc21	-1.3	.
CCOCCCNC(=O)C(NC(=O)c1ccccc1O)c1ccc(C)cc1 (stereo not drawn)	4.2	1.8
O=C(Cc1ccccc1)NN1C(=O)C2C(C1=O)C1C=CC2C12CC2 (stereo not drawn)	-4.1	0.05
COc1cc(C2Nc3ccc4ncccc4c3C3=C2C(=O)CCC3)cc(OC)c1O (stereo not drawn)	-0.4	-1.3
CSC1=C(C#N)C(c2cccc(Br)c2)CC(=O)N1 (stereo not drawn)	-0.2	0.58

Following part.
SMILES	STK33 kinase inh	Kir21 block
CCOC(=O)Cc1cnc(NC(=O)CSc2nc(C)cc(C)n2)s1	-0.9	2
COc1ccc(OC)c(C(C(=O)NC2CCCCC2)N(C(=O)c2snc(C(N)=O)c2N)c2ccccc2OC)c1 (stereo not drawn)	0.4	0.77
O=C(CC1COc2ccccc2O1)NCCc1ccccc1 (stereo not drawn)	-2.5	-1.3
COc1ccccc1N(CC(=O)NCCc1ccccc1)C(=O)CCC(=O)Nc1nccs1	2.2	-0.57
COc1ccc(-c2cc(C(F)(F)F)nc(SCC(=O)NCc3cccs3)n2)cc1OC	-0.7	-1.1
Cc1ccc(/C=N\n2c(-c3ccccc3)n[nH]c2=S)s1	-2.8	1.4
Cc1ccc(NC(=O)CCNC(=O)c2ccccc2)cc1F	-2.0	-0.68
O=C(Nc1ccc2nn(-c3ccccc3)nc2c1)c1ccc2c(c1)OCCO2	0.5	0.04
COCc1cc(=O)[nH]c(/N=C(\N)Nc2ccccc2C)n1	-1.1	0.22
CN(C(=O)c1cccc(C#N)c1)c1nnc(C2CCCO2)s1 (stereo not drawn)	1.2	-0.11
NC(=O)c1c(NC(=O)C2COc3ccccc3O2)sc2c1CCN(Cc1ccccc1)C2 (stereo not drawn)	-0.7	0.01
COc1ccc(NC(=O)c2sccc2C)cn1	0.3	0.5
Cc1ccc(C)c(Nc2cc(C)nc3ccccc23)c1	0.3	-1.9
COCCC(=O)Nc1ccc2c(c1)CN(C(=O)CCSC)CC2	1.3	0.35
COc1ccc(-c2nc(N=Nc3ccc(O)cc3)n[nH]2)cc1	.	1.6
O=C(NNC(=O)c1ccc(Br)o1)c1csc(N2CCOCC2)n1	-1.5	.
COc1ccc(NC(=O)c2cc(-c3cccs3)on2)c(OC)c1	0.3	-0.54
C=CCOc1c(Cl)cc(CNn2cn[nH]c2=S)cc1OC	-1.2	0.59
C/C(=N\NC(=O)Cn1cnc2ccccc21)c1cccs1	1.0	-0.03
Cc1ccc(C(C(=O)NC2CCCC2)N2CCCCC2)cc1 (stereo not drawn)	-0.8	-0.56
COc1ccc(-n2c(COc3ccc(C)cc3)nnc2SCC(=O)O)cc1	0.3	0.56
O=C(COC(=O)CNC(=O)C1CCCCC1)Nc1ccc(Br)cc1Br	-0.9	.
COc1ccc(CCNC(=O)CN2C(=O)C3(OCCCO3)c3ccccc32)cc1OC	-1.9	1
CNCC(O)c1ccc(OC(=O)C(C)(C)C)c(OC(=O)C(C)(C)C)c1 (stereo not drawn)	-1.5	.
O=C(CCN1C(=O)C2CC=CCC2C1=O)Nc1nccs1 (stereo not drawn)	-1.2	0

New compounds follow:
SMILES	STK33 kinase inh	Kir21 block
Cc1n[nH]c(C)c1CN(C)C(=O)C1CCC(=O)N(CC2CCCCC2)C1 (stereo not drawn)	-1.5	0.93
CCC(Oc1cc(Cl)ccc1Cl)C(=O)N1CCCN(C)CC1 (stereo not drawn)	-1.6	-0.42
CS(=O)(=O)N(CCc1ccccc1)CC(=O)N1CCN(c2ccccc2F)CC1	0.3	0.28
COc1ccc(NC(=O)C2CCCN2C(=O)NC2CCCCC2)c(OC)c1 (stereo not drawn)	-1.0	0.77
COc1ccc(CN2CCN(C(C)C(=O)N(C)Cc3cccc(F)c3)CC2)cc1OC (stereo not drawn)	1.2	-0.56
CCOc1ncccc1C(=O)N1CCN(c2ccc(C(F)(F)F)cn2)CC1	-1.1	-1.1
Cc1c(NC(=O)C(CC(=O)O)NCc2ccco2)c(=O)n(-c2ccccc2)n1C (stereo not drawn)	.	0.15
O=[N+]([O-])c1ccc(C(O)CNC(=S)Nc2ccccc2)cc1 (stereo not drawn)	1.6	-0.52
CCOC(=O)c1c(C)[nH]c(C)c1S(=O)(=O)N(C)CC(=O)Nc1ccc(C)cn1	-1.7	-0.5
CC1CCC2(CC1)NC(=O)N(CC(=O)Nc1cccc(S(=O)(=O)N3CCCC3)c1)C2=O (stereo not drawn)	1.5	.
Cc1cccc(NC(=O)/C(C#N)=C/c2ccc(F)cc2)n1	0.0	-0.05
Cn1nc(C(=O)Oc2cc(=O)n(C)c3ccccc23)c2ccccc2c1=O	-0.3	-1.6
O=C(Nn1cnnc1)c1ccc(F)cc1	-1.4	0.68
CCNC(=O)NCc1c(C)c(C)n(Cc2ccccc2)c1-n1cccc1	0.6	0
COc1ccc2c(C)cc(SCC(=O)c3ccc4c(c3)OCO4)nc2c1	0.0	-0.01
CC(C)C(=O)Nc1c2c(nn1-c1ccc(F)cc1)CS(=O)(=O)C2	-1.1	-0.12
CCN=C1S/C(=C\c2cc(Cl)c(OC)c(OC)c2)C(=O)N1CC	-0.3	-0.61
CN(C)S(=O)(=O)c1cccc(NC(=O)Cn2cnc3ccccc3c2=O)c1	0.4	-0.53
COc1cccc(C2/C(=C(/O)c3cnn(-c4ccccc4)c3C)C(=O)C(=O)N2CCN(C)C)c1 (stereo not drawn)	-0.9	0.02
Cc1ccc(C(OCC(O)CNC(C)c2ccccc2)c2ccccc2)cc1 (stereo not drawn)	-1.7	-6*
Cc1ccc(NC(=O)c2ccc(NC(=O)c3ccccc3)cc2)cc1C	0.0	0.98
Oc1ccc(-c2csc(Nc3cccnc3)n2)cc1	16	1.6
N#Cc1c(C(F)(F)F)cc(C2CC2)nc1N1CCCC1	0.5	-0.01
COc1ccc(CN(C(=O)CSc2nnc(-c3ccccc3F)o2)c2ccc(F)cc2)cc1	-0.6	-0.58
Cc1cc(C)n(C(=O)CN2C(=O)COc3ccccc32)n1	-0.5	-0.02

(continued)
SMILES	STK33 kinase inh	Kir21 block
Cc1cc(C)cc(CC2CC(=O)N(c3cc(C)ccc3C)C2=O)c1 (stereo not drawn)	2.1	-1.9
COc1ccc2[nH]cc(CCNC(=S)NC3CCCC3)c2c1	-0.8	-3.8
CC(=O)Nc1cc(-c2ccccc2)ccc1O	3.5	-4.3
CCOc1ccc(N2CC(C(=O)Nc3ccccc3F)CC2=O)cc1 (stereo not drawn)	-0.2	0.62
Cc1ccc(C)c(NC2=NCC(=O)N2C2CCCCC2)c1	-1.6	0.01
COc1ccc(C(=O)NC(=S)N2CCNC(=O)C2)cc1Br	-0.4	0.59
COc1ccc(N2C(=O)C(CN3CCN(C)CC3)C2c2ccccc2)cc1 (stereo not drawn)	.	-2.6
CC1Cc2ccccc2N1C(=S)NC(=O)c1ccco1 (stereo not drawn)	-1.2	-0.25
CC(=O)c1ccc(N2CCN(C(=O)c3ccc(-c4ccccc4)cc3)CC2)cc1	-1.4	0.5
NS(=O)(=O)c1ccc(CCNC(=O)CSc2cccs2)cc1	0.2	-0.45
Fc1ccc2cc(CCO[C@H]3CCCCO3)ncc2c1	1.1	.
COc1cc2sc3ccc(C#CC4(O)CCCCC4)cc3c(=O)c2cc1OC	-1.6	0.55
